Scp1 inh – inhibitors of human Scp-1 phosphatase; Q9GZU7; Recombinant Scp1, phosphopeptide, malachite green phosphate absorbance; inhibition, % at 20 µM; 340,000 tested, 0.88% active; AID 493091;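 active = inhibition above about 50% at 20 µM, limit read from the data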;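 also: plate controls were DMSO wells with enzyme for no effect and wells lacking enzyme for full effect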
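Test system: SCP-1 phosphatase catalytic domain, residues 76-261; measured by: colorimetric phosphate reagent with accelerator and stabiliser, absorbance at 630 nm; timing: enzyme reaction 45 min at room temperature, colour 5 min, stabilisation 30 min; also added: Phosphorylated 17-residue peptide substrate; compound dosing: one concentration, 20 µM, with 1.0% DMSO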
Neddyl block – inhibitors of human cullin neddylation; TR-FRET cullin neddylation, biochemical; calls only at 25 µM; P61081+Q13564; 360,000 tested, 0.58% active; in the data active = inhibition above about 36%
SUMO1-SIM PPI – alters human SUMO1 binding to SIM partners; inhibition, % at 20 µM; SUMO1 binding to a labelled peptide, TR-FRET, 1 h; P63165; AID 602429; 360,000 tested, 0.33% active; in the data active = inhibition above about 37%
Target sequence (P63165 whole entry, looked up): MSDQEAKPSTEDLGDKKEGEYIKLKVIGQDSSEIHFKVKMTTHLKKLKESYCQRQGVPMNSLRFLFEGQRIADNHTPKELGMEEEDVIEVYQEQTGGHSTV
Rin1-Abl PPI inh – human Rin1-Abl interaction inhibition. 360,000 tested, 0.4% active. TR-FRET Rin1/Abl binding, biochemical. inhibition, % at 7.35 µM; in the data active = inhibition above about 5%, passing the limit was not always enough
DNMT1 block – inhibitors of human DNMT1 | P26358 | DNMT1 molecular beacon, Hinp1I cleavage, fluorescence | inhibition (reported as % activation of signal), % at 10 µM | 360,000 tested, 0.83% active; in the data active = inhibition above about 50%
Rpn11 inh – inhibitors of human proteasome Rpn11. O00487. human 26S proteasome, Ub4-pepOG fluorescence polarization; 20S core pre-blocked with epoxomicin. calls only at 20 µM. 360,000 tested, 0.59% active;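 active = inhibition at 20 µM, scaled to each plate's controls, above about 33%, limit read from the data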
Target sequence (O00487 whole entry, looked up): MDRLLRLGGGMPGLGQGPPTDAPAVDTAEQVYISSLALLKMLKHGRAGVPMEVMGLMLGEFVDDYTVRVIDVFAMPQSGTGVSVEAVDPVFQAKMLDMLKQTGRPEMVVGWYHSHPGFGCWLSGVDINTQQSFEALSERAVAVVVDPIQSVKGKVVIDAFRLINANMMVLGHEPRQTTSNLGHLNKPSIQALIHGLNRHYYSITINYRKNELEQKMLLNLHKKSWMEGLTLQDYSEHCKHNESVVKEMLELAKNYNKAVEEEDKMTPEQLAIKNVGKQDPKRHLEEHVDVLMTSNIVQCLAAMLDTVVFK
CSN inh – CSN deneddylation inhibition; Q92905; Purified CSN, SCF-Nedd8-OG deneddylation, fluorescence polarization; inhibition, % at 12.5 µM; 360,000 tested, 0.38% active; AID 651999;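 active = pattern-corrected inhibition above about 35%, with an unprinted fluorescence ratio check between 0.5 and 1.5, limit read from the data, passing the limit was not always enough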;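 also: 0% = enzyme with substrate and 100% = substrate without enzyme; some results filed as inactive read as strong as hits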
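Test system: purified human Csn5 enzyme expressed in HEK293T cells. Amount: 0.24 nM enzyme. Reagent: SCFSkp2-Nedd8OG substrate at 10 nM final. Schedule: 90 min incubation of compound, enzyme and substrate at room temperature. Detection: fluorescence polarization. Read-out: % inhibition of substrate cleavage by Csn5.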
NadD inh – inhibitors of Staphylococcus aureus NadD; purified NadD enzyme, colorimetric absorbance read-out; inhibition, % at 20 µM; 360,000 tested, 0.78% active; in the data active = inhibition above about 26%; also: some compounds past the cut are filed as inactive
LMPTP inh – blocks human LMPTP phosphatase; P24666; recombinant LMPTP-A, OMFP fluorogenic substrate, fluorescence intensity; inhibition, % at 20 µM; 360,000 tested, 0.22% active; AID 651560;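 active = compounds that cut the enzyme signal by at least half of the control window in the single-dose screen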;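 also: plate controls were DMSO wells with enzyme plus substrate for no effect and substrate without enzyme for full effect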
Target sequence (P24666 whole entry, looked up): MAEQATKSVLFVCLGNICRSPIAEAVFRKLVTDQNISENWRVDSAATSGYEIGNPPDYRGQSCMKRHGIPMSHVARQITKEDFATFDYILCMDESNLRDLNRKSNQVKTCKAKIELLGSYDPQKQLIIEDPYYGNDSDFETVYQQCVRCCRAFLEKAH
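Test system: LMPTP-A, protein tyrosine phosphatase of low molecular weight; Input: 0.625 nM enzyme; Incubation: 50 min dark incubation at room temperature; Signal: endpoint fluorescence intensity from OMFP dephosphorylation; Read-out basis: % inhibition versus control wells.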
STEP block – inhibitors of human striatal-enriched phosphatase STEP. recombinant STEP, OMFP fluorogenic substrate, fluorescence. inhibition, % at 20 µM. P54829. 360,000 tested, 0.25% active;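 active = inhibition at 20 µM, scaled per plate between control wells, above about 37%, limit read from the data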;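 also: 0% = DMSO with enzyme and substrate and 100% = substrate only without enzyme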
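Test system: STEP tyrosine phosphatase / Reagent: OMFP at 25 µM / Doses: 20 µM, 1% DMSO / Read-out: percent inhibition scaled to no-enzyme and uninhibited-enzyme controls, plate-pattern corrected / Detection: FITC-channel fluorescence of OMFP product / Medium: Bis-Tris buffer pH 6.0, 2.5 mM DTT, 0.005% Tween 20 / Schedule: 20 min at room temperature, dark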
Starred values were filed as active, the others as inactive; i = inactive; · = not tested or not shown.

Labels used below – A = Scp1 inh; B = Neddyl block; C = SUMO1-SIM PPI; D = Rin1-Abl PPI inh; E = DNMT1 block; F = Rpn11 inh; G = CSN inh; H = NadD inh; I = LMPTP inh; J = STEP block
C=C(C)CN(CC)c1ccc(N2C(=O)CCCC2=O)cc1[N+](=O)[O-]
  A: -5 | B: i | C: -27 | D: -4 | E: 2 | F: i | G: 5 | H: -2 | I: 0.6 | J: -1
CCc1nc2ccc(C(=O)NC3CCN(C)CC3)cn2c1N(C)CCC(C)C
  A: · | B: i | C: -1 | D: -2 | E: 0 | F: i | G: 1 | H: -9 | I: -0.7 | J: 4
COc1ccc(/C=C(\C#N)C(=O)OCC(=O)Nc2c(C)cccc2C(C)C)cc1
  A: -2 | B: i | C: -6 | D: 1 | E: 4 | F: i | G: -11 | H: -2 | I: -0.2 | J: 0
Cc1cccc(C)c1NC(=O)NCc1ccco1
  A: -4 | B: i | C: -7 | D: 0 | E: -2 | F: i | G: 2 | H: -10 | I: -1.6 | J: -2
CN(C(=O)c1cccc(NC(=O)Cc2ccc(NC(=O)C3CCN(C(=O)C4CCC4)CC3)cc2)c1)C1CCCC1
  A: 4 | B: i | C: 0 | D: -3 | E: 4 | F: i | G: 0 | H: 3 | I: -0.7 | J: -2
COc1ccc([N+](=O)[O-])cc1N(CC(O)CN(CC(C)C)CC(C)C)S(=O)(=O)c1ccc(C)cc1 (configuration not stated)
  A: -5 | B: i | C: -3 | D: 1 | E: 0 | F: i | G: -3 | H: -11 | I: 2.3 | J: 0
COc1ccc(OC)c(Nc2c3c(nc4ccccc24)CCC3)c1
  A: -2 | B: i | C: 8 | D: -7 | E: -4 | F: i | G: 1 | H: -3 | I: 21 | J: -2
CCCCNC(=O)N1CCOCCOCCN(C(=O)NCCCC)CCOCCOCC1
  A: 5 | B: i | C: -1 | D: 1 | E: 4 | F: i | G: 2 | H: 1 | I: -0.7 | J: -3
O=C(Nc1ccccc1Cl)c1ccc2nc(N3CCOCC3)sc2c1
  A: -10 | B: i | C: -2 | D: -4 | E: 5 | F: i | G: 3 | H: -3 | I: 0.0 | J: 1
COC(=O)c1c(NC(=O)C(=O)N2CCOCC2)sc2c1CCCC2
  A: -8 | B: i | C: -7 | D: 4 | E: -3 | F: i | G: 2 | H: -7 | I: 2.0 | J: -1
CCCS(=O)(=O)c1nc(S(=O)(=O)c2ccc(C)cc2)c(N2CCC(C(N)=O)CC2)s1
  A: -3 | B: i | C: -3 | D: 0 | E: 0 | F: i | G: 2 | H: 1 | I: -0.5 | J: -1
COc1cccc(NC(=O)CCC(=O)N2CC(C)Oc3ccc(C)cc32)c1 (configuration not stated)
  A: -17 | B: i | C: -1 | D: 3 | E: -2 | F: i | G: -3 | H: 2 | I: 0.3 | J: 0
Cc1ccccc1COc1cccn2c(N(C)C(=O)CCC3CCCC3)c(C)nc12
  A: · | B: i | C: 6 | D: -2 | E: -3 | F: i | G: 3 | H: 12 | I: 3.0 | J: 3
COc1ccc(C=C2C(=O)c3ccccc3C2=O)cc1O
  A: -6 | B: i | C: -26 | D: -3 | E: -6 | F: i | G: 2 | H: -8 | I: 3.1 | J: 4
CC1(C)Cc2c(sc3c2c(=N)n(Cc2ccco2)c(=O)n3CC(=O)Nc2ccccc2)CO1
  A: 4 | B: i | C: -1 | D: -1 | E: -6 | F: i | G: 2 | H: 5 | I: -0.4 | J: -3
CCOc1ccc(-n2nnnc2-c2nc3ccccc3s2)cc1
  A: -1 | B: i | C: 19 | D: -1 | E: 15 | F: i | G: -11 | H: -1 | I: -0.3 | J: 0

Shown with tabs: entries from further up.
smiles	Scp1 inh	Neddyl block	SUMO1-SIM PPI	Rin1-Abl PPI inh	DNMT1 block	Rpn11 inh	CSN inh	NadD inh	LMPTP inh	STEP block
COC(=O)c1c(NC(=O)C(=O)N2CCOCC2)sc2c1CCCC2	-8	i	-7	4	-3	i	2	-7	2.0	-1
CCCS(=O)(=O)c1nc(S(=O)(=O)c2ccc(C)cc2)c(N2CCC(C(N)=O)CC2)s1	-3	i	-3	0	0	i	2	1	-0.5	-1
COc1cccc(NC(=O)CCC(=O)N2CC(C)Oc3ccc(C)cc32)c1 (configuration not stated)	-17	i	-1	3	-2	i	-3	2	0.3	0
Cc1ccccc1COc1cccn2c(N(C)C(=O)CCC3CCCC3)c(C)nc12	·	i	6	-2	-3	i	3	12	3.0	3
COc1ccc(C=C2C(=O)c3ccccc3C2=O)cc1O	-6	i	-26	-3	-6	i	2	-8	3.1	4
CC1(C)Cc2c(sc3c2c(=N)n(Cc2ccco2)c(=O)n3CC(=O)Nc2ccccc2)CO1	4	i	-1	-1	-6	i	2	5	-0.4	-3
CCOc1ccc(-n2nnnc2-c2nc3ccccc3s2)cc1	-1	i	19	-1	15	i	-11	-1	-0.3	0

An excerpt from above in order of SMILES length, descending:
Labels used below – A = Scp1 inh; B = Neddyl block; C = SUMO1-SIM PPI; D = Rin1-Abl PPI inh; E = DNMT1 block; F = Rpn11 inh; G = CSN inh; H = NadD inh; I = LMPTP inh; J = STEP block
C=C(C)CN(CC)c1ccc(N2C(=O)CCCC2=O)cc1[N+](=O)[O-]
  A: -5 | B: i | C: -27 | D: -4 | E: 2 | F: i | G: 5 | H: -2 | I: 0.6 | J: -1
CCCCNC(=O)N1CCOCCOCCN(C(=O)NCCCC)CCOCCOCC1
  A: 5 | B: i | C: -1 | D: 1 | E: 4 | F: i | G: 2 | H: 1 | I: -0.7 | J: -3
COc1ccc(C=C2C(=O)c3ccccc3C2=O)cc1O
  A: -6 | B: i | C: -26 | D: -3 | E: -6 | F: i | G: 2 | H: -8 | I: 3.1 | J: 4

Compound activity: PubChem, several laboratories
